Mtb BioA inh – BioA (M. tuberculosis) enzyme inhibition; purified M. tuberculosis BioA enzyme, plate reader; inhibition, % at 9.99 µM; 360,000 tested, 0.096% active; in the data active = inhibition above about 40%
* hit, by the source's call; & = joins results of further samples. An excerpt. The share of hits here may be higher or lower than overall.

Cc1cccc(S(=O)(=O)N[C@@H]2CC[C@H](CCn3cc(-c4ccccn4)nn3)O[C@H]2CO)c1 was read as Mtb BioA inh -2.3.
For Cc1noc(C)c1NC(=O)Nc1cccc2c1O[C@H](CN(C)C(=O)Nc1ccc3c(c1)OCO3)[C@@H](C)CN([C@@H](C)CO)C2=O the results were Mtb BioA inh 0.9.
`C[C@@H]1CN([C@@H](C)CO)S(=O)(=O)c2ccc(-c3ccc(C(=O)N(C)C)cc3)cc2O[C@@H]1CN(C)C(=O)C1CCOCC1` gave Mtb BioA inh -0.7.
`C[C@@H]1CCCCO[C@H](CN(C)C(=O)Cc2ccccc2)[C@H](C)CN([C@@H](C)CO)C(=O)c2cc(NC(=O)Nc3ccccc3)ccc2O1` gave Mtb BioA inh 2.7.
`O=C(NCC[C@H]1CC[C@H](NS(=O)(=O)c2cccc(F)c2)[C@H](CO)O1)C1CCCC1` gave Mtb BioA inh -1.8.
`C[C@H](CO)N1C[C@H](C)[C@@H](CN(C)S(=O)(=O)c2cn(C)cn2)Oc2ccc(NC(=O)CCCCCC(=O)Nc3ccccc3N)cc2CC1=O` gave Mtb BioA inh -1.7.
C/C=C/c1ccc2c(c1)O[C@@H](CN(C)C(=O)c1cnccn1)[C@H](C)CN([C@@H](C)CO)S2(=O)=O was read as Mtb BioA inh -1.4.
COc1ccc(OC(=O)N(C)C[C@H]2OCc3cn(nn3)CCCC(=O)N([C@@H](C)CO)C[C@@H]2C)cc1 was read as Mtb BioA inh -0.1&-3.0.
Screening CCCC#Cc1ccc([C@H]2[C@@H](CO)N3CCCCN(C(=O)NC4CCCC4)C[C@H]23)cc1 returned Mtb BioA inh -1.4.
`C[C@@H]1CCCCO[C@H](CN(C)C)[C@H](C)CN([C@@H](C)CO)C(=O)c2cc(NC(=O)CCCN(C)C)ccc2O1` gave Mtb BioA inh 0.7.
`CCCNC(=O)C[C@@H]1C[C@@H]2c3cc(NC(=O)C4CCC4)ccc3O[C@@H]2[C@@H](CO)O1` gave Mtb BioA inh 0.2.
`C[C@H]1CN([C@@H](C)CO)C(=O)c2cccc(NS(=O)(=O)c3ccc(Cl)cc3)c2O[C@@H]1CN(C)Cc1ccc(-c2ccccc2)cc1` gave Mtb BioA inh -3.3.
Screening CC(=O)N1[C@H](CO)[C@@H](c2ccccc2)[C@@H]1CN(C)C(=O)C1CCC1 returned Mtb BioA inh 0.2.
O=C(c1cccnc1)N1C[C@H]2[C@@H](c3ccccc31)[C@H](CO)N2C(=O)Nc1ccc(F)cc1 was read as Mtb BioA inh 4.0.
C[C@@H]1CN([C@@H](C)CO)S(=O)(=O)c2ccc(C#CC3(O)CCCC3)cc2O[C@H]1CN(C)C(=O)c1cccnc1 was read as Mtb BioA inh 1.2.
`CO[C@H]1CC[C@H]2CCN(C)C(=O)C[C@H](c3ccccc3)CN(C)C(=O)c3cccc(C#N)c3OC[C@@H]1O2` gave Mtb BioA inh 0.5.
`C[C@@H]1CN([C@@H](C)CO)C(=O)Cc2cc(NC(=O)Nc3ccc4c(c3)OCO4)ccc2O[C@@H]1CN(C)S(=O)(=O)c1cccs1` gave Mtb BioA inh 1.0.
For C[C@@H]1CN([C@@H](C)CO)S(=O)(=O)c2ccc(Br)cc2O[C@@H]1CN(C)Cc1ccccc1 the results were Mtb BioA inh -1.9.
Screening CO[C@@H]1CN(C)C(=O)c2cc(NC(=O)Nc3ccc(Cl)cc3)ccc2OC[C@H](C)NC[C@@H]1C returned Mtb BioA inh 0.2.
`Cc1noc(C)c1S(=O)(=O)Nc1ccc2c(c1)C(=O)N([C@H](C)CO)C[C@H](C)[C@@H](CN(C)S(=O)(=O)c1cccs1)OCCCC[C@@H](C)O2` gave Mtb BioA inh -1.0.
Screening C[C@@H]1CN([C@H](C)CO)S(=O)(=O)c2ccc(C#Cc3ccccc3)cc2O[C@@H]1CN(C)S(=O)(=O)c1cn(C)cn1 returned Mtb BioA inh 1.4.
`CO[C@H]1CC[C@H]2CCN(C)C(=O)[C@@H](C)[C@@H](OC)CN(C)C(=O)c3cc(C#N)ccc3OC[C@@H]1O2` gave Mtb BioA inh -1.4.
For COc1ccc(NC(=O)Nc2cccc3c2O[C@H](CN(C)C(=O)Nc2ccc(OC)cc2)[C@H](C)CN([C@H](C)CO)C3=O)cc1 the results were Mtb BioA inh 2.0.
For C[C@@H]1CCCCO[C@H](CN(C)C(=O)Nc2ccccc2)[C@H](C)CN([C@H](C)CO)C(=O)c2cc(NS(C)(=O)=O)ccc2O1 the results were Mtb BioA inh -2.6.
Screening CN(C)CC(=O)Nc1ccc2c(c1)[C@@H]1C[C@@H](CC(=O)NCCN3CCCCC3)O[C@@H](CO)[C@@H]1O2 returned Mtb BioA inh -1.6.
Screening O=C(c1ccccc1F)N1CC[C@@H]2[C@H]1c1cc(-c3cccc(F)c3)ccc1N[C@@H]2CO returned Mtb BioA inh -1.4.
For N#Cc1cccc(-c2ccc([C@H]3[C@@H](CO)N4CCCCN(C(=O)Nc5ccc(F)cc5)C[C@H]34)cc2)c1 the results were Mtb BioA inh -3.6.
Screening CCCN1C[C@@H](C)[C@@H](OC)CN(C)C(=O)c2ccc(NC(=O)c3ccccc3F)cc2OC[C@@H]1C returned Mtb BioA inh 3.7.
`CCCNC(=O)N1C[C@@H]2[C@H](c3ccccc31)[C@@H](CO)N2C(=O)CN1CCOCC1` gave Mtb BioA inh -2.3.
O=C(C[C@@H]1C[C@@H]2c3cc(NC(=O)Cc4ccncc4)ccc3O[C@@H]2[C@@H](CO)O1)NCc1ccc2c(c1)OCO2 was read as Mtb BioA inh -1.8.
Screening CO[C@@H]1CN(C)C(=O)c2ccc(NC(=O)C3CCCC3)cc2OC[C@@H](C)N(CC2CC2)C[C@H]1C returned Mtb BioA inh 0.3.
For C[C@@H]1CN([C@H](C)CO)C(=O)c2cc(C#CCc3ccccc3)cnc2O[C@@H]1CN(C)C(=O)Cc1cccnc1 the results were Mtb BioA inh -0.3.
Cc1ccc(S(=O)(=O)N(C)C[C@H]2Oc3ccc(NC(=O)C4CC4)cc3C(=O)N([C@@H](C)CO)C[C@H]2C)cc1 was read as Mtb BioA inh 1.3.
Cc1noc(C)c1S(=O)(=O)N(C)C[C@H]1Oc2c(NC(=O)C3CCCCC3)cccc2C(=O)N([C@H](C)CO)C[C@H]1C was read as Mtb BioA inh 0.4.
For C[C@H]1CN([C@@H](C)CO)C(=O)CCCn2nncc2CO[C@H]1CN(C)C(=O)CCCN(C)C the results were Mtb BioA inh 1.5.
COC(=O)C[C@H]1C=C[C@@H](NC(=O)c2ccccc2)[C@@H](CO)O1 was read as Mtb BioA inh -1.5.
O=C(C[C@H]1C[C@@H]2c3cc(NC(=O)Nc4ccc(C(F)(F)F)cc4)ccc3O[C@@H]2[C@@H](CO)O1)NCC1CC1 was read as Mtb BioA inh 9.5.
`Cc1noc(C)c1NC(=O)N[C@H]1CC[C@@H](CCNC(=O)C2CCC2)O[C@@H]1CO` gave Mtb BioA inh -1.9.
Screening COC(=O)c1c(CC[C@@H](CO)NC(=O)N[C@H](Cc2ccccc2)Cn2cc(-c3ccccn3)nn2)oc(C(C)=O)c1C(=O)OC returned Mtb BioA inh -2.8.
For C[C@H](CO)N1C[C@H](C)[C@H](CN(C)S(=O)(=O)c2ccc(F)cc2)OCCCC[C@H](C)Oc2ccc(NC(=O)Nc3ccc(F)cc3)cc2C1=O the results were Mtb BioA inh -1.1.
`C[C@H](CO)N1C[C@H](C)[C@H](CN(C)C(=O)Nc2ccc(C(F)(F)F)cc2)Oc2ncc(C3=CCCC3)cc2C1=O` gave Mtb BioA inh -0.2.
For COc1ccc(NC(=O)Nc2cccc3c2O[C@H](CN(C)C(=O)Nc2ccccc2)[C@H](C)CN([C@H](C)CO)C3=O)cc1 the results were Mtb BioA inh -0.9.
For COc1cccc(-c2ccc3c(c2)O[C@H](CN(C)C(=O)c2ccccc2F)[C@@H](C)CN([C@H](C)CO)S3(=O)=O)c1 the results were Mtb BioA inh 2.7.
`Cc1noc(C)c1S(=O)(=O)N(C)C[C@@H]1Oc2ccc(NC(=O)CCC(F)(F)F)cc2CC(=O)N([C@@H](C)CO)C[C@@H]1C` gave Mtb BioA inh 4.4.
Screening CC(=O)NC[C@@H]1[C@@H](c2ccc(-c3ccccc3F)cc2)[C@H](CO)N1C(C)=O returned Mtb BioA inh -0.5.
Screening C[C@@H]1CN([C@@H](C)CO)S(=O)(=O)c2ccc(C#CC3(O)CCCC3)cc2O[C@@H]1CN(C)C(=O)c1cccnc1 returned Mtb BioA inh -0.1.
For COCC(=O)N1[C@H](C(=O)Nc2ccccc2)[C@@H](CO)[C@@H]2Cn3c(ccc(-c4ccncc4)c3=O)[C@@H]21 the results were Mtb BioA inh -0.2.
Screening O=C(C1CC1)N1C[C@@H]2[C@H](c3ccccc31)[C@@H](CO)N2C(=O)c1ccccn1 returned Mtb BioA inh 2.1.
Screening CC(C)CC#Cc1ccc2c(c1)O[C@H](CN(C)C(=O)CC1CC1)[C@@H](C)CN([C@H](C)CO)S2(=O)=O returned Mtb BioA inh 1.9.
For C[C@@H]1CN([C@@H](C)CO)C(=O)c2cc(NC(=O)Nc3ccccc3)ccc2O[C@@H]1CN(C)Cc1ccc(-c2ccccc2)cc1 the results were Mtb BioA inh -2.5.

Grouped by structure, the entries above with two or more sulfur atoms
`C[C@@H]1CN([C@@H](C)CO)C(=O)Cc2cc(NC(=O)Nc3ccc4c(c3)OCO4)ccc2O[C@@H]1CN(C)S(=O)(=O)c1cccs1` gave Mtb BioA inh 1.0.
`Cc1noc(C)c1S(=O)(=O)Nc1ccc2c(c1)C(=O)N([C@H](C)CO)C[C@H](C)[C@@H](CN(C)S(=O)(=O)c1cccs1)OCCCC[C@@H](C)O2` gave Mtb BioA inh -1.0.
Screening C[C@@H]1CN([C@H](C)CO)S(=O)(=O)c2ccc(C#Cc3ccccc3)cc2O[C@@H]1CN(C)S(=O)(=O)c1cn(C)cn1 returned Mtb BioA inh 1.4.

Continued:
CO[C@H]1CN(C)C(=O)c2ccc(NS(=O)(=O)CC(F)(F)F)cc2OC[C@H](C)N(C(=O)c2ccc3c(c2)OCO3)C[C@@H]1C was read as Mtb BioA inh -0.2.
`Cc1ccccc1-c1ccc2c(c1)O[C@H](CN(C)C(=O)Nc1ccccc1)[C@H](C)CN([C@@H](C)CO)S2(=O)=O` gave Mtb BioA inh 3.7.
`CCNC(=O)Nc1ccc2c(c1)C(=O)N(C)[C@@H]1CC[C@@H](CC(=O)NC3CCCCC3)O[C@@H]1CO2` gave Mtb BioA inh 7.6.
`C[C@@H]1CN([C@H](C)CO)C(=O)c2cc(C#Cc3cccc(F)c3)cnc2O[C@H]1CN(C)C(=O)C1CC1` gave Mtb BioA inh 3.2.
`COc1ccccc1-c1cnc2c(c1)C(=O)N([C@H](C)CO)C[C@H](C)[C@@H](CN(C)C)O2` gave Mtb BioA inh -3.1.
For CCCNC(=O)[C@H]1[C@H](CO)[C@H]2Cn3c(cccc3=O)[C@H]2N1C the results were Mtb BioA inh -4.0.
`CC(C)CC#Cc1cnc2c(c1)C(=O)N([C@@H](C)CO)C[C@@H](C)[C@H](CN(C)Cc1cccc(F)c1)O2` gave Mtb BioA inh 0.5.
`C[C@H]1CN([C@@H](C)CO)C(=O)c2cc(-c3cncnc3)cnc2O[C@H]1CN(C)CC1CCOCC1` gave Mtb BioA inh -0.4.
CO[C@@H]1CN(C)C(=O)c2cc(NC(=O)Nc3ccccc3F)ccc2OC[C@H](C)N(C(C)=O)C[C@@H]1C was read as Mtb BioA inh -0.5.
For C/C=C/c1ccc2c(c1)O[C@H](CN(C)C(=O)Nc1ccc(OC)cc1)[C@H](C)CN([C@H](C)CO)S2(=O)=O the results were Mtb BioA inh 2.0.
For C[C@@H]1CN([C@H](C)CO)C(=O)c2cc(NS(=O)(=O)c3ccc(Cl)cc3)ccc2O[C@H]1CN(C)C(=O)Nc1ccccc1 the results were Mtb BioA inh 0.1.
For COCC(=O)N(C)C[C@H]1Oc2ncc(-c3cccc(OC)c3)cc2C(=O)N([C@@H](C)CO)C[C@H]1C the results were Mtb BioA inh -1.7.
For C[C@H](CO)N1C[C@H](C)[C@@H](CN(C)C(=O)NC2CCCCC2)Oc2ccc(NS(=O)(=O)c3ccc(Cl)cc3)cc2C1=O the results were Mtb BioA inh 0.1.
For C[C@H](CO)N1C[C@H](C)[C@@H](CN(C)C(=O)Nc2ccccc2)Oc2ccc(NS(=O)(=O)c3ccc(Cl)cc3)cc2C1=O the results were Mtb BioA inh -2.5.
For Cc1ccc(S(=O)(=O)N(C)C[C@@H]2OCCCC[C@H](C)Oc3ccc(NS(=O)(=O)c4c(C)noc4C)cc3C(=O)N([C@H](C)CO)C[C@H]2C)cc1 the results were Mtb BioA inh 0.5.
Screening COc1cccc(S(=O)(=O)N(C)C[C@@H]2Oc3ncc(C#CCC(C)C)cc3C(=O)N([C@H](C)CO)C[C@H]2C)c1 returned Mtb BioA inh -1.4.
CC(C)NC(=O)Nc1ccc2c(c1)CC(=O)N([C@H](C)CO)C[C@@H](C)[C@@H](CN(C)C(=O)Nc1ccccc1)O2 was read as Mtb BioA inh -0.4.
For C[C@@H]1CN([C@H](C)CO)C(=O)c2cccc(NC(=O)NC3CCCCC3)c2O[C@H]1CN(C)C(=O)Nc1ccc(C(F)(F)F)cc1 the results were Mtb BioA inh -0.8.
COCC(=O)Nc1ccc2c(c1)[C@H]1C[C@H](CC(=O)NCc3ccncc3)O[C@@H](CO)[C@H]1O2 was read as Mtb BioA inh -1.3.

6 records picked at random from the list so far:
For C[C@H](CO)N1C[C@H](C)[C@@H](CN(C)C(=O)NC2CCCCC2)Oc2ccc(NS(=O)(=O)c3ccc(Cl)cc3)cc2C1=O the results were Mtb BioA inh 0.1.
CC(C)NC(=O)Nc1ccc2c(c1)CC(=O)N([C@H](C)CO)C[C@@H](C)[C@@H](CN(C)C(=O)Nc1ccccc1)O2 was read as Mtb BioA inh -0.4.
COCC(=O)Nc1ccc2c(c1)[C@H]1C[C@H](CC(=O)NCc3ccncc3)O[C@@H](CO)[C@H]1O2 was read as Mtb BioA inh -1.3.
For Cc1ccc(S(=O)(=O)N(C)C[C@@H]2OCCCC[C@H](C)Oc3ccc(NS(=O)(=O)c4c(C)noc4C)cc3C(=O)N([C@H](C)CO)C[C@H]2C)cc1 the results were Mtb BioA inh 0.5.
For C[C@@H]1CN([C@H](C)CO)C(=O)c2cccc(NC(=O)NC3CCCCC3)c2O[C@H]1CN(C)C(=O)Nc1ccc(C(F)(F)F)cc1 the results were Mtb BioA inh -0.8.
For C[C@@H]1CN([C@H](C)CO)C(=O)c2cc(NS(=O)(=O)c3ccc(Cl)cc3)ccc2O[C@H]1CN(C)C(=O)Nc1ccccc1 the results were Mtb BioA inh 0.1.

Screens from PubChem BioAssay.
